BRCT PPI green: BRCA1 BRCT-phosphoprotein interaction inhibition. 75,000 compounds, 0.05% hits. BRCA1 BRCT-phosphopeptide binding, green fluorescence polarization. Potency, µM (doses to about 76.9 µM), for inactives: top-dose activity change, negative = inhibition, usual class: inhibitors. P38398;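 further: potency means the concentration at half of the fitted maximal effect; plate controls were peptide without protein for full effect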
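Compounds were incubated for 12 min at room temperature with a complex of 100 nM fluorescein-tagged pBACH1 decapeptide and 250 nM His-tagged BRCT protein. Buffer was phosphate pH 7.3 with EDTA, DTT and Tween 20. Disruption of binding lowers the polarization signal.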
Casp7 inh: blocks human caspase-7 allosterically or competitively; P55210; AID 889; Potency, µM (titrated, usually from 57.5 µM), inactives show top-dose activity change, negative = inhibition, actives largely listed as inhibitors; 75,000 compounds, 0.02% hits; recombinant caspase-7, Ac-DEVD-AFC fluorescence rate; active means well fitted inhibition curve with a large enough effect in the main read-out, with a control signal flat, not every such curve was filed as active; inconclusive means small, poorly fitted or top-dose-only effect, or a change in a side signal; further: potency means the concentration at half of the fitted maximal effect; % of control where 0% means no effect
Target sequence (P55210 24-198 limits assumed): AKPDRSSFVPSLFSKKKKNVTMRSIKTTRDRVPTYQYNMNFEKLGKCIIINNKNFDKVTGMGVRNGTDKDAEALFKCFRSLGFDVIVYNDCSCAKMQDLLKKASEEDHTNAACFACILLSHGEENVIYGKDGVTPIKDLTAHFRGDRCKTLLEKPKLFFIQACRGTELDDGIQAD
Target sequence (P55210 207-303 limits assumed): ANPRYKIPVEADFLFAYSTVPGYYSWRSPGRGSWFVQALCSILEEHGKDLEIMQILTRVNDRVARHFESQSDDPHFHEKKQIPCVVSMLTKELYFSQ
A350 autofl: compound fluoresces in the Alexa 350 spectral region; max dye-equivalent concentration, M; 59,000 compounds, 11% hits; Compound autofluorescence, 340/450 nm, Alexa 350 dye-equivalents; stronger effect = higher value; AID 590; in the data active means max dye-equivalent concentration above about 10 nM; inconclusive means mostly about 1.1 nM to 9.6 nM
UbGFP stabilizer: proteasome inhibitors stabilizing ubiquitin-GFP reporter | Ubiquitin-GFP reporter cells, proteasome inhibition, GFP fluorescence; response scale: untreated = 0%, 10 µM MG-132 = 100% | Potency, µM (doses to about 45.9 µM), for the others: top-dose activation (GFP accumulation), actives largely listed as activators | 67,000 tested, under 10 active | AID 526; active means well fitted activation curve with a large enough effect, not every such curve was filed as active; inconclusive means small, poorly fitted or top-dose-only effect, or another doubt; inactive means no such curve, though single readings can be large or run the other way; further: potency means the concentration at half of the fitted maximal effect
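U2OS cells stably expressing ubiquitin(G76V)-GFP, seeded overnight in 0.5% FBS medium, were exposed to compounds (qHTS, 46 uM to 2.9 nM) for 4 hr at 37 °C. GFP-positive cells were counted by laser cytometry (488 ex/515 em), normalized between basal and 10 uM MG-132.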
Fluorescein fluor: compound autofluorescence in fluorescein spectral region; Compound autofluorescence, 480/540 nm, fluorescein-equivalent; stronger effect = higher value; max fluorescein-equivalent concentration, M; 59,000 compounds, 0.91% hits; AID 593; in the data active means max fluorescein-equivalent concentration above about 10 nM; inconclusive means between about 1.1 nM and that limit
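Read-out is intrinsic compound fluorescence at 480/540 nm (excitation/emission), expressed as dye-equivalent concentration using a fluorescein standard series run on every plate. Compounds sat 15 min at room temperature in 100 mM Tris, pH 8.0.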
4MU fluor: 4-MU region autofluorescence; compound autofluorescence, 340/450 nm, 4-MU equivalents; stronger effect = higher value; max dye-equivalent concentration, M; 59,000 compounds, 11% hits; AID 589; in the data active means max dye-equivalent concentration above about 10 nM; inconclusive means mostly about 1.1 nM to 9.6 nM
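Intrinsic fluorescence at 340/450 nm (ex/em) was read after 15 min at room temperature in pH 8.0, 100 mM Tris. Each compound concentration expressed as 4-MU-equivalent concentration from a six-point 4-MU standard series on each plate.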
Casp1 inh: allosteric or competitive inhibitors of human caspase-1 | Caspase-1 enzyme, Ac-WEHD-AFC fluorogenic rate | P29466 | Potency, µM (top dose mostly 57.5 µM), for the others: at the top dose activity change, negative = inhibition, most hits filed as inhibitors | 75,000 compounds, 0.03% hits;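 further: potency means the concentration at half of the fitted maximal effect; plate controls were vehicle for no effect and no substrate for full effect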
Target sequence (P29466 120-297 limits assumed): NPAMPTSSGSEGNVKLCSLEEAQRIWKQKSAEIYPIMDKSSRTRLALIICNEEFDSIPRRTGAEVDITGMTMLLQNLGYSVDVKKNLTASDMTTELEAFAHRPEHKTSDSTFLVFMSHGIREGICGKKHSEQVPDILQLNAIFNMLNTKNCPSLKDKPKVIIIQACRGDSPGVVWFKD
Target sequence (P29466 317-404 limits assumed): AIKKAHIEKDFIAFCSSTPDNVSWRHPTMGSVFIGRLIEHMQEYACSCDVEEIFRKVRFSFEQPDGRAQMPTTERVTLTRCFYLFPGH
HEK293 cAMP ctrl: parental HEK293 cAMP activation (counter-screen). parental HEK293 CNG cAMP sensor, membrane potential fluorescence. Potency, µM (highest dose often 57.1 µM), for the others: at the highest dose activation, actives largely listed as activators. 73,000 compounds, 2.5% hits. AID 938; further: potency means the concentration at half of the fitted maximal effect; % of control where 0% means no effect; nearly all actives have a fitted effect of over 55% in size
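Parental HEK 293 cells stably expressing a cAMP-gated CNG channel were loaded with membrane potential dye containing 100 uM RO 20-1724 for 60 min. Compound added for 30 min; depolarization read as fluorescence intensity at 590 nm.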
BRCT inh red: disrupts BRCA1 BRCT binding to phosphoprotein, red fluorophore readout. 75,000 compounds, 0.03% hits. BRCT-phosphopeptide binding, red fluorescence polarization. Potency, µM (doses to about 76.9 µM), inactives show at the top dose activity change, negative = inhibition, most hits filed as inhibitors; further: on the % scale 0 is the no-effect control and ±100 the full control effect
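Fluorescence polarization: 100 nM His-tagged BRCA1 BRCT with 100 nM TAMRA-labelled phospho-BACH1 decapeptide, phosphate buffer pH 7.3 with 150 mM NaCl, DTT, 0.01% Tween 20; 12 min RT. Binding inhibition seen as FP decrease.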
GFP derepression: epigenetic modulators derepressing GFP locus in mouse cells; mouse C127i GFP locus derepression, cytometry, 30 h; Potency, µM (series often up to 46.1 µM), for the others: at the top dose GFP derepression (activation); 68,000 compounds, 0.09% hits; further: % of control where 0% means no effect
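Derepression screen: silenced CMV-GFP reporter in murine C127i cells, 30 h compound incubation at 37 C, washed cells imaged by laser-scanning cytometer to enumerate GFP-expressing objects of 20 to 120 um.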
USP2a inhib: blocks human ubiquitin-specific protease USP2a; O75604; USP2a enzymatic assay, qHTS inhibition; Potency, µM (titrated, usually from 38.3 µM), for inactives: top-dose activity change, negative = inhibition, most hits filed as inhibitors; 60,000 compounds, 0.1% hits; AID 927;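 further: potency means the concentration at half of the fitted maximal effect; nearly all actives have a fitted effect of over 60% in size; plate controls were DMSO for no effect and NEM full inhibition control for full effect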
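Coupled readout: USP2-cleaved Ub-PLA2 (20nM final) turns over NBD C6-HPC (20uM final), Ex 460nm/Em 535nm after 2.5 h, time-zero read flagging artifacts. Enzyme (20nM final, pH 8.0 Tris) given 30 min RT with compound first; NEM defines full inhibition.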
* hit, by the source's call; i = inactive; u = inconclusive; x = not tested or not shown; [ ] = remark or other dose. Unless noted, the call rests on the fitted dose curve; in most records, active means well fitted curve in the direction sought with a large enough effect; inconclusive means small, poorly fitted or top-dose-only effect, or another doubt; inactive means no such curve, though single readings can be large; an effect the other way counts as inactive or inconclusive.

Screens in order – BRCT PPI green | Casp7 inh | A350 autofl | UbGFP stabilizer | Fluorescein fluor | 4MU fluor | Casp1 inh | HEK293 cAMP ctrl | BRCT inh red | GFP derepression | USP2a inhib
Cc1ccc(-c2nnn(CC(=O)NCCc3ccc4c(c3)OCO4)n2)o1
 : -0.6% | -1.6% | u | 0.2% | u | i | 2.9% | 16.9% | -0.8% | -0.2% | 1.1%
O=C(COC(=O)Cn1[nH]c(=O)c2ccccc2c1=O)Nc1ccc2c(c1)OCO2
 : -0.8% | 0.2% | i | -1.1% | u | i | 0.7% | 0.3% | 0.3% | -1.3% | 7.1%
Cn1c(=O)c2c(-c3ccccc3)n(Cc3ccccn3)cc2n(C)c1=O
 : -0.4% | -6.7% | 4.93e-08M* | -0.9% | i | 3.95e-08M* | -5.9% | 4.2% | -0.1% | 2.8% | 3.9%
Cc1nn(-c2ccccc2)c(Cl)c1C1C(C#N)=C(N)OC2=C1C(=O)CC(C)(C)C2 (stereo not drawn)
 : -2.3% | -3.5% | i | -2.4% | u | i | -5.1% | 7.6% | -1.9% | -6.3% | 14.5%
O=C1C=C(NCc2ccccc2)C2(CCCCC2)O1
 : -1.1% | -0.4% | x | 0.0%[9.17 µM] | x | x | -1.8% | 22.4%[11.4 µM] | 0.6% | -1.5% | 9.2%[7.66 µM]
CCOC(=O)N1CCC(N2C(=O)c3ccccc3C2Nc2cc(OC)c(OC)c(OC)c2)CC1 (stereo not drawn)
 : -2.1% | -3.1% | x | -0.4% | x | x | 0.4% | 15.1% | 0.0% | x | x
O=C1c2ccccc2S(=O)(=O)N1Cc1nc2ccccc2s1
 : -0.9% | 1.8% | i | -1.3% | u | i | 1.6% | 3.0% | 1.2% | -2.5% | 11.8%
Cc1c(C)n(C(=O)CSc2ncn[nH]2)c2ccccc12
 : -0.1% | -1.5% | i | 4.6% | u | i | -0.4% | 6.7% | -0.3% | -0.1% | 4.4%
CCOC(=O)C1CCCN(C(=O)CCn2nc(-c3ccccc3)ccc2=O)C1 (stereo not drawn)
 : 0.0% | -1.4% | u | -2.6% | i | i | -0.6% | 6.7% | 0.2% | 0.0% | 0.9%
COc1ccc(C(c2nnnn2Cc2ccccc2)N2CCN(C(=O)c3ccco3)CC2)cc1 (stereo not drawn)
 : -1.2% | -0.1% | i | 0.0% | i | i | -2.0% | u | 0.6% | -1.3% | 19.9%
COc1cc(CN2CCC(C(=O)N3CCC(C)CC3)CC2)cc(Br)c1O
 : 2.7% | -0.9% | i | -6.9% | u | i | -1.6% | 17.1% | 1.2% | -4.2% | -11.5%
COc1ccc(C2(C(=O)N3CCCC3)CCOCC2)cc1OC
 : -0.5% | -2.0% | x | x | x | x | -1.8% | -1.4% | 0.6% | x | x
CCCCC(CC)C(=O)NCc1ccccc1OC (stereo not drawn)
 : 0.8% | -2.1% | i | 0.0% | i | i | 3.0% | u | -1.2% | -2.3% | 3.5%
COC(=O)C1C(C)OC(=O)NC1c1ccccc1 (stereo not drawn)
 : -0.5%[15.4 µM] | 0.8%[11.5 µM] | x | x | x | x | 2.2%[11.5 µM] | 0.1%[11.4 µM] | 1.3%[15.4 µM] | x | x
Cc1ccc(S(=O)(=O)Cc2ccc(C(=O)N3CCCCCC3)o2)cc1
 : -2.0% | 0.9% | x | 0.0% | x | x | 0.9% | 8.3% | 1.3% | x | x
Cc1nccn1S(=O)(=O)c1ccc(Br)cc1Br
 : -1.4% | -2.2% | i | 0.6% | u | i | -0.7% | 21.1% | 0.4% | 0.0% | -1.3%
COc1ccc(NC(=O)CC2Sc3ncnn3C2=O)cc1 (stereo not drawn)
 : -0.3% | -1.2% | x | 0.2% | x | x | -2.1% | 7.8% | 1.4% | -2.3% | x
CCCCCCCCCCCCCC(=O)O[C@H](CC(=O)O)C[N+](C)(C)C
 : -3.2% | -1.6% | x | -3.9% | x | x | -5.1% | u | -0.5% | -0.3% | x
CC1(C)CC(=O)c2c(nc3ccccc3c2N)C1
 : -0.1% | -1.8% | 5.87e-07M* | 10.0% | i | 5.4e-07M* | 2.9% | 1.4% | -0.5% | 2.6% | -2.2%
CCCCC[C@H](CC(=O)NO)C(=O)N[C@@H](C(=O)N1CCC[C@H]1CO)C(C)C
 : -4.6% | 1.8% | i | -1.6% | u | i | 6.4% | 10.6% | -2.0% | -1.1% | 4.0%
CCOC(=O)C1CCCN(C(=O)Cn2nc(CC)n3c(cc4sccc43)c2=O)C1 (stereo not drawn)
 : -1.4% | 1.2% | x | 1.4% | x | x | -3.3% | 2.0% | -2.5% | 0.0% | x
COC(=O)c1cn(NC(=O)c2cccnc2)c(=O)c2ccccc12
 : -1.3% | 2.3% | i | 0.7% | i | i | 1.7% | u | -1.2% | 3.6% | -3.0%
CN(C)S(=O)(=O)c1ccc(C(=O)OCc2ccc(C#N)cc2)cc1
 : -0.3% | -15.1% | i | -2.6% | i | i | -7.8% | u | 0.8% | 0.3% | -2.8%
COc1cc2[nH]c(=O)n(CCC(=O)NC3CCCC3)c(=O)c2cc1OC
 : 1.4% | 0.4% | u | -8.6% | u | u | 2.0% | 1.9% | -1.8% | 8.6% | 5.9%
CCOC(=O)CSc1nnc(-c2ccco2)n1-c1ccc(C)cc1
 : -0.3% | -2.7% | i | 2.0% | u | i | 1.9% | 12.0% | 0.5% | 1.3% | 10.9%
CCOc1ccccc1NC(=O)Nc1cc(OC)ccc1OC
 : -0.9% | -0.2% | i | 0.0% | i | i | 0.4% | 3.2% | 0.0% | -3.2% | 6.5%
c1ccc(CNc2ccc3ccccc3n2)nc1
 : 0.5% | -2.5% | x | 5.1% | x | x | -1.1% | 35.6% | 1.6% | -2.2% | 6.8%
FC(F)(F)c1cnc(Oc2ccc(-c3nnco3)cc2)c(Cl)c1
 : -0.5% | -0.1% | i | 1.3% | u | i | 1.5% | 25.9% | 0.3% | 2.7% | 2.8%
c1ccc(CCn2nnnc2CN2CCCc3ccccc32)cc1
 : -1.1% | -6.1% | i | 5.5% | i | i | -8.1% | 20.3% | 0.4% | 1.7% | -10.6%
O=C(CN1CCN(c2ccc(F)cc2)CC1)Nc1ccc(-n2cnnn2)cc1
 : -0.3% | 1.9% | i | -3.0% | u | i | 4.1% | -3.7% | -0.8% | 0.0% | 2.2%
COC(=O)c1sc(NC(=O)CSc2nnnn2-c2ccc(C)cc2C)nc1C
 : 1.6% | 0.1% | i | 5.2% | i | i | -1.3% | u | -1.6% | -3.2% | 7.5%
O=C(CSc1nnc(Cc2ccccc2)o1)N1CCc2ccccc21
 : -2.9% | -2.4% | i | 18.9% | u | i | 1.5% | 5.9% | 0.8% | -2.9% | -7.2%
FC(F)C(F)(F)C(F)(F)C(F)(F)c1cc(-c2ccccc2)n[nH]1
 : -9.7% | -3.9% | x | 6.7% | x | x | -2.8% | -5.8% | -4.5% | 2.2% | u
COCCCNC(=O)COc1ccc(Cl)c(C)c1
 : -1.2% | 1.0% | x | 6.0% | x | x | -1.5% | 2.0% | 0.9% | 2.5% | 4.9%
Cc1nnc(NC(=O)c2ccc(-c3cccc(C(F)(F)F)c3)o2)s1
 : 1.2% | -0.4% | i | 5.7% | i | i | -0.2% | 6.8% | 0.7% | 0.0% | 3.2%
CCCc1nnc(NC(=O)c2cc(OC)cc(OC)c2)s1
 : -2.3% | -0.3% | u | 0.4% | i | i | 1.2% | -2.8% | -3.7% | 3.4% | 9.4%
Cn1c(=O)c2cc(S(=O)(=O)NCCC(=O)NC3CCCCCCC3)ccc2n(C)c1=O
 : -1.3% | -0.4% | i | -5.8% | i | i | 1.7% | 22.0% | -0.3% | -0.1% | 10.7%
Cc1ccc(-c2nnc3c4ccccc4c(C)nn23)cc1S(=O)(=O)N1CCN(CCO)CC1
 : 8.2% | -1.1% | i | 5.1% | i | i | -2.1% | u | -5.2% | -2.7% | 64.3%[activator]
O=c1c2ccccc2n(Cc2cccc(F)c2)c(=O)n1C1CCCC1
 : -1.2% | -1.7% | i | 21.6% | i | i | -1.4% | 14.4% | 0.0% | 1.2% | -13.3%
Nc1ccc(C23CC4CC(CC(O)(C4)C2)C3)cc1
 : -2.7% | -4.4% | u | -0.8% | i | i | 0.9% | 9.9% | -2.9% | -0.8% | 0.2%
CC(=O)c1cccc(NC(=O)CN2C(=O)C3C4C=CC(C4)C3C2=O)c1 (stereo not drawn)
 : -0.3% | -0.1% | x | 9.9% | x | x | 0.8% | 0.7% | -1.3% | -1.6% | -7.8%
Cn1c2c(c(=O)n(C)c1=O)C(NC(=O)c1ccco1)(C(F)(F)F)C(=O)N2 (stereo not drawn)
 : -0.3% | -2.4% | i | 4.3% | i | i | -0.2% | 2.7% | -0.9% | 2.6% | -2.8%
CCN1C(=O)[C@H]2[C@@H]3[C@H](O)C=CC(=O)[C@H]3CC[C@H]2C1=O
 : 1.4%[15.4 µM] | -1.0%[11.5 µM] | x | x | x | x | 0.3%[11.5 µM] | -4.0%[11.4 µM] | -0.1%[15.4 µM] | x | x
Cc1ccccc1OCC(=O)Nc1ccc(N2CCN(C(=O)C(C)C)CC2)c(Cl)c1
 : -0.8% | -9.1% | i | -4.9% | i | i | -11.6% | 25.2% | -0.8% | -0.5% | 26.2%

Some of the compounds tested; the hit share may differ from the screen's.
